Cardiac RTF inh: cardiac RTF calcium desensitization; P19429+P45379; IANBD-labeled cardiac RTF, Ca2+ fluorescence; inhibition, % at 7.15 µM; 340,000 tested, 0.12% active; AID 493244;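 active means inhibition above the mean inhibition of all tested compounds plus 3 SD, cut at about 17% in these data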;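 further: assay run at fixed EC70 calcium of 1.6 mM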
Arrestin-AP2 inh: inhibitors of human beta-arrestin and AP2 interaction. FITC-arrestin peptide / GST-AP2 beads, flow cytometry; AP2 beta2 appendage carries R879A mutation. AID 504490. inhibition, % at 10 µM. 340,000 tested, 0.31% active;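 active means inhibition above a set limit, near 3 SD of compounds lacking own fluorescence, cut at about 54% in these data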;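 further: plate controls were DMSO wells for no effect and 5 µM unlabelled arrestin peptide for full effect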
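system = GST-tagged AP2 beta2-adaptin appendage (R879A) on 4 µm glutathione beads | reagent = FITC-labelled arrestin peptide probe, 50 nM final | schedule = compound with beads 12 min RT, then probe 1 h RT | signal = HyperCyt-sampled flow cytometry, FL1 channel, ex 488/em 535 nm | read-out = percent response from loss of bead-bound FITC fluorescence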
CAL PDZ FP-1: blocks peptide binding to human CAL PDZ domain; Q9HD26; purified CAL PDZ, TMR-peptide fluorescence polarization, 1 h; inhibition, % at 20 µM; 330,000 tested, 0.02% active; AID 504414;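 active means highest replicate inhibition of at least 40%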;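 further: plate controls were DMSO neutral control wells for no effect and unlabeled competitor peptide control wells for full effect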
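Material: tagged CAL PDZ domain; buffer or medium: 25 mM sodium phosphate pH 7.4, 150 mM NaCl, TCEP, IgG, Thesit; compound dosing: single point, 20 µM; schedule: 1 h incubation at room temperature before polarization reading; measured by: FP readout, S and P plane fluorescence; read-out basis: percent inhibition from loss of millipolarization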
V-ATPase pHluor: regulators of yeast V-ATPase proton transport | S. cerevisiae, pHLuorin cytosolic pH fluorescence | AID 504577 | response, % at 10 µM | 350,000 tested, 0.37% active; in the data active means response mostly above about 7.3%, no sharp cut-off; inactive means mostly below about 5.4%; further: actives read high; inactives centre near 0; some compounds called inactive have numbers as strong as hits; reference of the scale not given here
NSD2 inh: inhibitors of human histone methyltransferase NSD2. O96028. inhibition, % at 12.5 µM. AID 743445. NSD2 peptide methylation, AlphaScreen, 120 min. 310,000 tested, 0.54% active; in the data active means inhibition above about 50%
CAL PDZ FP-2: inhibitors of human CAL PDZ peptide binding | inhibition, % at 24.9 µM | 300,000 tested, 0.92% active | AID 602252 | purified CAL PDZ, TMR-peptide fluorescence polarization, 1 h;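 active means mean inhibition of at least 30% with at least half of replicates also reaching 30%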;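 further: 0% = DMSO neutral control and 100% = excess unlabeled competitor peptide PRC23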
DAGLB inh: blocks human DAGLB lipase activity | Q8NCG7 | HEK293T DAGLB membrane lysate, EnzChek fluorogenic substrate | inhibition, % at 5.17 µM | 340,000 tested, 0.059% active | AID 504411; in the data active means inhibition above about 34%;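 further: 0% = enzyme with vehicle and 100% = wells lacking enzyme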
Target sequence (Q8NCG7 whole entry, looked up): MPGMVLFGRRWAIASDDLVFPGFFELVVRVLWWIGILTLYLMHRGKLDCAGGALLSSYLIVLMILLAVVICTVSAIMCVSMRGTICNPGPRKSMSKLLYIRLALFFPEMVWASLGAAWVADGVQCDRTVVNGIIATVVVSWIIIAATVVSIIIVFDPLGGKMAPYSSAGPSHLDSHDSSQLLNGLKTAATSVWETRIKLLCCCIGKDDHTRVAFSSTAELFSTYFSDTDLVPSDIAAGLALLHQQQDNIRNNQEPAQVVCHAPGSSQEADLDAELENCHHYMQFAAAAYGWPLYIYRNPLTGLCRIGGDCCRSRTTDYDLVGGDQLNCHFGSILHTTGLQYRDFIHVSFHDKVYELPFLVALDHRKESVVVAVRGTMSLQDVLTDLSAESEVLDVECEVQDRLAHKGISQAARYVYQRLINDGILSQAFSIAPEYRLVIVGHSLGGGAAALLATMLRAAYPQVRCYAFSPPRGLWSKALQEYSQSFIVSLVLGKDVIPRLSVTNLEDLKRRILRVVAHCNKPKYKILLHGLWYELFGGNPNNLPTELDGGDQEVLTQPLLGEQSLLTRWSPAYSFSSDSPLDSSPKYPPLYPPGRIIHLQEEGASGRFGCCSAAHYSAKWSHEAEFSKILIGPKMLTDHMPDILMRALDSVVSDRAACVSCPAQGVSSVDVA
DSG3 Ab inh: human desmoglein-3 autoantibody binding inhibition; AID 588358; DSG3-coupled beads, scFv-anti-DSG3-GFP binding, flow cytometry; active compounds read low; 310,000 tested, 0.48% active; P32926; binding (percent of control), % at 10 µM;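 active means binding more than 3 SD below its plate's average and above zero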;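 further: hits lower antibody fragment binding to DSG3; some compounds called inactive have numbers as strong as hits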
Keap1-Nrf2 PPI: inhibitors of human Keap1-Nrf2 protein-protein interaction; AID 504523; inhibition, % at 9.4 µM; Keap1 Kelch-Nrf2 peptide fluorescence polarization, 1536-well; 340,000 tested, 0.15% active; in the data active means inhibition above about 12%;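 further: human Keap1 Kelch domain with fluorescein labeled Nrf2 9mer peptide probe; 0% = neutral control wells and 100% = peptide positive control; higher means more block of Keap1 binding to Nrf2 peptide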
LANA DNA inh: KSHV C-LANA DNA binding inhibition; 340,000 tested, 0.078% active; AID 504423; MBP-C-LANA/FAM-LBS DNA binding, fluorescence polarization; inhibition, % at 9 µM;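 active means highest replicate inhibition at or above 60% at 9 µM, even if other replicates fall short; inactive means all replicates below 60% inhibition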;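 further: 0% = neutral control wells and 100% = 4 µM acridine orange control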
* = called active by the depositor; x = not tested or not shown.

item	SMILES	Cardiac RTF inh	Arrestin-AP2 inh	CAL PDZ FP-1	V-ATPase pHluor	NSD2 inh	CAL PDZ FP-2	DAGLB inh	DSG3 Ab inh	Keap1-Nrf2 PPI	LANA DNA inh
1	CCCN(CCC)S(=O)(=O)c1ccc(C(=O)Nc2nnc(CSC)o2)cc1	-17	0	-2.5	4	-35	-4	2	107	0	-1.1
2	CSc1cccc(NC(=O)c2sc3nc4n(c(=O)c3c2C)CCC4)c1	-4	-4	-3.8	4	0	-9	-2	109	-1	-1.4
3	COCCn1c(SC(C)C(=O)Nc2ncc(Cl)cc2Cl)nc2ccccc21 (configuration not stated)	1	-8	-1.1	1	11	-5	-2	97	-8	-0.4
4	C[C@H]1C=C(C(=O)NCc2ccccc2)O[C@@H](OCc2ccc(CO)cc2)C1	-7	26	-0.8	3	x	-1	-3	100	-3	-1.0
5	Nc1cc(-c2ccccc2)n2c(n1)nc1ccccc12	-2	7	-1.0	2	-3	x	-4	101	-5	-0.7
6	O=c1oc(-c2cccs2)nc2sc3c(c12)CCC3	-1	22	-0.3	-5	0	2	-2	99	0	1.4
7	CC12CCC3(CO)COC(c4ccccc4O1)C2C3 (configuration not stated)	-4	0	0.0	0	2	-3	-1	x	-4	0.0
8	O=C(c1ccc(Br)cc1)c1cn[nH]c1-c1ccccc1O	-6	17	-0.9	2	0	-1	1	94	-5	1.1
9	CC1(c2ccc3ccccc3c2)NC(=O)N(CC(=O)Nc2cccc(S(=O)(=O)N3CCOCC3)c2)C1=O (configuration not stated)	3	-5	-2.4	3	-1	4	3	95	6	1.4
10	CN(Cc1ccccc1)C(=O)COC(=O)c1ccc[nH]c1=O	-2	3	-0.1	2	-3	3	-1	115	-4	0.0
11	COc1cccc(NC(=O)C(=O)N2CCOCC2)c1	-11	-3	x	-2	0	-5	2	101	2	-0.3
12	Cc1cccc(OCC(=O)N2CCC(N3CCOCC3)CC2)c1	-1	-2	-2.0	2	3	0	-1	91	-6	0.0
13	COc1ccc(NC(=O)C(=O)NCC(c2ccco2)N2CCc3ccccc32)cc1 (configuration not stated)	-18	-2	-3.0	-3	0	9	1	96	2	1.1
14	CCOC(=O)c1cc2c(ccn2C)n1CC(=O)N(Cc1ccccc1)c1ccc(F)cc1	-2	21	-2.5	0	0	-3	-3	128	4	0.7
15	CNc1ccc(Oc2c(F)c(F)nc(F)c2F)cc1	-1	9	-0.4	3	5	4	1	98	-2	1.0
16	COC(=O)NC1c2ccccc2Oc2ccccc21	3	2	-1.6	4	2	-1	-3	97	2	-1.4
17	COC(=O)C1=C(C)N(Cc2ccccc2)C(=NCCc2cccnc2)N[C@H]1c1ccc(Br)cc1	-2	-15	-1.0	-2	x	-4	5	112	-1	2.4
18	Cc1ccc(S(=O)(=O)N2CCC[C@H]2C(=O)OCC(=O)Nc2ccc3c(c2)OCO3)cc1	-6	25	0.4	-1	4	-2	2	x	1	0.4
19	O=C(Nc1nc2c(s1)CCCC2)c1cccs1	-6	-4	-1.4	1	3	-1	-3	110	-3	-2.9
20	CC1CCC2(CC1)NC(=O)N(CC(=O)Nc1cccc(S(=O)(=O)N(C)c3ccccc3)c1)C2=O (configuration not stated)	x	x	x	0	-1	x	-4	104	x	x
21	CCN(C(=O)CCc1nc(-c2ccc(OC)cc2)no1)c1cc(OC)ccc1OC	-7	-14	-0.7	3	1	-3	-2	103	1	0.6
22	COc1cc(/C=C/c2cc(OC(C)=O)c3ccccc3n2)c(OC(C)=O)c([N+](=O)[O-])c1	-2	18	-0.7	-6	2	-7	1	91	1	0.0
23	COc1ccc(C(C)=O)cc1COC(=O)CSCC(=O)Nc1ccc(C)cc1	4	-11	-1.9	-2	-3	5	-1	105	-3	0.3
24	COc1cc(NC(=O)CN2CCN(c3ccccc3)CC2)c(C)cc1[N+](=O)[O-]	-15	-4	0.6	-2	-3	-3	1	103	-3	0.1
25	Cc1nn(C)c(C)c1Sc1ccccc1N	-11	1	-1.3	-2	4	-3	-2	108	-3	-1.4
26	O=C(c1ccc(S(=O)(=O)N2CCOCC2)cc1)N1CCc2ccccc2C1	-1	-1	-0.5	-5	-3	-4	0	102	-1	4.5
27	Cc1ccc(S(=O)(=O)NCCC(=O)OCn2nnc3ccccc3c2=O)cc1	5	20	-3.9	-1	-1	1	3	101	-1	-0.3
28	Cc1ccccc1CN1C(=O)c2ccccc2Sc2ccc(C(=O)O)cc21	4	34	-6.8	-1	-3	6	5	96	6	-0.6
29	CC12CCCCC1(O)[N+](=O)C1=C(CCCC1)N2[O-] (configuration not stated)	-17	6	x	-4	28	-6	0	x	-4	2.7
30	Cn1cccc1CNC(=S)Nc1cc(F)cc(F)c1	-2	11	-1.3	0	-4	-2	3	93	-1	-1.0

Next section, starting with the last two of the part before.
item	SMILES	Cardiac RTF inh	Arrestin-AP2 inh	CAL PDZ FP-1	V-ATPase pHluor	NSD2 inh	CAL PDZ FP-2	DAGLB inh	DSG3 Ab inh	Keap1-Nrf2 PPI	LANA DNA inh
29	CC12CCCCC1(O)[N+](=O)C1=C(CCCC1)N2[O-] (configuration not stated)	-17	6	x	-4	28	-6	0	x	-4	2.7
30	Cn1cccc1CNC(=S)Nc1cc(F)cc(F)c1	-2	11	-1.3	0	-4	-2	3	93	-1	-1.0
31	CC(=O)N1CCc2cc(C(=O)CN3CCCCC3)ccc21	-8	-2	-1.0	-2	x	x	-3	109	2	-0.2
32	COc1ccccc1C(=O)Nc1cccc2cccnc12	-9	-10	-2.6	2	-14	-2	-9	92	-1	0.2
33	O=C(COC(=O)/C=C/c1cccs1)NC1CCCCC1	1	0	-1.3	3	1	0	-1	106	-4	-0.9
34	CCN(CC)CCCn1c(SCC(=O)NCC2CCCO2)nc2ccccc2c1=O (configuration not stated)	-22	8	-1.9	-2	23	3	3	108	0	0.8
35	Cc1onc(-c2c(Cl)cccc2Cl)c1NC(=O)NN(C)C	-6	31	-0.6	-3	5	x	-4	107	0	1.0
36	COc1ccc(CN2CCc3c([nH]c4ccccc34)C2)c(OC)c1C	-2	6	0.6	2	15	2	0	112	-8	-6.8
37	O=C(COC(=O)Cc1ccc(S(=O)(=O)N2CCOCC2)s1)NCCc1ccccc1	-2	1	-0.7	-1	0	-1	1	100	-5	0.9
38	CCOC(=O)c1cnc2cc3c(cn2c1=O)CCCC3	-10	-2	-0.8	-93	11	-4	1	103	-4	-0.4
39	Cc1cccc(NC(=O)Nc2ccc3c(c2)N(C)C(=O)CS3)n1	-6	14	-0.5	2	x	-2	1	96	-2	3.5
40	CCC1CCCCN1CCNC(=O)C1CCCN(S(=O)(=O)c2cccc3nsnc23)C1 (configuration not stated)	5	3	-0.8	2	4	-1	-2	102	-3	-0.1
41	Cc1nn(CC(=O)NCCCN2C(C)CCCC2C)c(=O)c2cc3occc3n12 (configuration not stated)	-9	8	-0.5	1	31	2	1	93	-3	-2.6
42	O=C(NCCc1ccccc1)c1ccc(Cl)c([N+](=O)[O-])c1	-6	-3	x	-3	1	-36	-3	97	2	-0.4
43	NC(=O)c1cc(S(=O)(=O)N2CCCCC2)cs1	5	-11	-2.2	2	-3	0	2	95	-4	0.8
44	COc1ccc(C(=O)N/N=C(\C)CC(=O)Nc2ccc3c(c2)OCO3)cc1	-8	-4	0.7	5	0	-7	1	109	0	0.0
45	O=C(CCN1C(=O)c2ccccc2S1(=O)=O)NCc1ccccc1Cl	4	0	-0.9	-1	0	0	1	105	-3	0.3
46	CCN1C(=O)[C@H]2[C@H]3CN=C(SCc4ccc(C)cc4)N3[C@@](CC)(C(=O)OC)[C@H]2C1=O	-3	3	-1.9	0	x	-1	-3	103	2	-2.1
47	Cc1ccc(S(=O)(=O)N2C(=O)CCC2C(=O)O/N=C(\N)c2ccccc2)cc1 (configuration not stated)	-11	16	-1.3	3	-1	-5	0	102	-2	-1.0
48	O=C(CCNC(=O)C1CCN(S(=O)(=O)c2ccccc2)CC1)NCCc1ccc(Cl)cc1	-11	-8	-0.3	2	3	1	1	101	-2	-2.9
49	CCOC(=O)N1CCN(C(=O)CSc2cc(C)nc3c(-c4ccccc4OC)c(C)nn23)CC1	2	-5	-2.0	3	5	-3	0	121	-2	0.5
50	CCOc1ccccc1CN1CCNC(=O)C1CC(=O)NC1CCCCCC1 (configuration not stated)	-4	0	-1.8	-8	1	-2	-9	105	1	-0.1
51	O=C(O)CCc1nc2cc3ccccc3cc2[nH]1	-2	-1	-1.8	0	-1	-1	0	98	-1	-1.2
52	COc1ccc(CNS(=O)(=O)c2cc(Br)cc3c2N(C(C)=O)C(C)C3)cc1 (configuration not stated)	-19	9	-1.3	1	-3	-3	-2	x	-3	-1.7
53	COc1ccc(CN(C)C(C)C(=O)NC2CCCc3ccccc32)cc1 (configuration not stated)	-4	0	24	0	0	25	-3	99	0	-0.7
54	O=C(Nc1cccc(Cl)c1N1CCCC1)c1ccc(Br)o1	4	-3	0.1	2	1	x	-22	102	-3	0.8
55	CC(=O)Nc1ccc(NC(=O)c2cc(-c3ccccc3)nc3ccccc23)cc1	0	-8	-0.8	-4	-2	5	0	111	-5	0.0
56	CN(c1ccccc1)S(=O)(=O)c1cccc(C(=O)OCC(=O)Nc2ccc(C(N)=O)cc2)c1	1	6	-1.6	6	6	0	2	94	-6	0.3
57	COCCNC(=O)c1onc(CSc2ccc(F)cc2)c1C(=O)NCCOC	0	17	-0.9	4	x	31*	-4	x	1	2.2

Shown as a hit in CAL PDZ FP-2 (from the list above):
| item | structure | Arrestin-AP2 inh | CAL PDZ FP-1 | V-ATPase pHluor | NSD2 inh | CAL PDZ FP-2 | DAGLB inh | DSG3 Ab inh | Keap1-Nrf2 PPI | LANA DNA inh |
| --- | --- | --- | --- | --- | --- | --- | --- | --- | --- | --- |
| 57 | COCCNC(=O)c1onc(CSc2ccc(F)cc2)c1C(=O)NCCOC | 17 | -0.9 | 4 | x | 31* | -4 | x | 1 | 2.2 |

3 entries from above in a different format.
51	O=C(O)CCc1nc2cc3ccccc3cc2[nH]1
  Cardiac RTF inh: -2; Arrestin-AP2 inh: -1; CAL PDZ FP-1: -1.8; V-ATPase pHluor: 0; NSD2 inh: -1; CAL PDZ FP-2: -1; DAGLB inh: 0; DSG3 Ab inh: 98; Keap1-Nrf2 PPI: -1; LANA DNA inh: -1.2
56	CN(c1ccccc1)S(=O)(=O)c1cccc(C(=O)OCC(=O)Nc2ccc(C(N)=O)cc2)c1
  Cardiac RTF inh: 1; Arrestin-AP2 inh: 6; CAL PDZ FP-1: -1.6; V-ATPase pHluor: 6; NSD2 inh: 6; CAL PDZ FP-2: 0; DAGLB inh: 2; DSG3 Ab inh: 94; Keap1-Nrf2 PPI: -6; LANA DNA inh: 0.3
33	O=C(COC(=O)/C=C/c1cccs1)NC1CCCCC1
  Cardiac RTF inh: 1; Arrestin-AP2 inh: 0; CAL PDZ FP-1: -1.3; V-ATPase pHluor: 3; NSD2 inh: 1; CAL PDZ FP-2: 0; DAGLB inh: -1; DSG3 Ab inh: 106; Keap1-Nrf2 PPI: -4; LANA DNA inh: -0.9

Screening data as filed in PubChem BioAssay.

Some of the compounds tested, so the mix of outcomes need not match the whole.
